Screening data: PubChem BioAssay, Broad Institute
CASP6 VEID inh = human caspase-6 inhibitors, primary screen, biochemical, VEID-R110 fluorescence, single point, set 2. 350,000 tested, 0.53% active. purified caspase-6, Z-VEID-R110 cleavage fluorescence. inhibition, % at 12.5 µM;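 active means mean inhibition across replicates at least about 35%, with every replicate also reaching that limit, limit read from the data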;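 further: 0% = median of neutral control wells and 100% = no fluorescence left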
Target sequence (P55212 24-179 limits assumed): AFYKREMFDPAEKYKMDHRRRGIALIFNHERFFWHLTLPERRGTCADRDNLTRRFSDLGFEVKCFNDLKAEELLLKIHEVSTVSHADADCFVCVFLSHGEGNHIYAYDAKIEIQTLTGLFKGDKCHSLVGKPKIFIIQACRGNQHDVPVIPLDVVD
Target sequence (P55212 194-293 limits assumed): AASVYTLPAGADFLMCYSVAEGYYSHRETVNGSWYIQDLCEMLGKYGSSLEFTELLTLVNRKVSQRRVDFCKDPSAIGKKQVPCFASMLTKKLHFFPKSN
LGR2 antag = inhibitors of bursicon-induced LGR2 CRE-luciferase signal, primary screen, cell-based, HEK293, CRE-luciferase reporter, bursicon stimulation. bursicon-stimulated, 4 h. inhibition, % at 9.99 µM. Drosophila bursicon receptor LGR2 (rickets). 380,000 tested, 0.35% active;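 active means drop in luminescence signal, shown as inhibition above about 50% in the replicate tests, limit read from the data, passing the limit was not always enough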;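 further: agonist challenge used bursicon conditioned medium at about half maximal strength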
miR-122 sensor = miR-122 Renilla sensor signal increase in Huh7, primary screen, miR-122 inhibitor project, cell-based, single point, plate reader; Huh7 miR-122 Renilla luciferase sensor, 48 h; neutral wells = 0, positive control = 100; activation (reporter increase), % at 12.5 µM; 340,000 tested, 0.3% active; AID 602342, 2012;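 active means mean replicate activation score at least 90 and every replicate individually at or above 90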;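 further: higher luciferase means less miR-122 activity so hits act as miR-122 inhibitors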
Cneo AK release = Cryptococcus neoformans cell lysis inducers, primary screen, AK release luminescence, single concentration; AID 651654, 2012; C. neoformans lysis, adenylate kinase release luminescence, 4 h; normalised: neutral wells 0, clomiphene wells 100; lysis activity, % at 15 µM; 360,000 tested, 0.2% active;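 active means mean lysis activity across replicates of at least 80%, whatever share of replicates individually reach that level; inactive means mean lysis activity below 80%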
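Test system: log-phase Cryptococcus neoformans yeast cells. Input: 5 × 10^6 yeast cells/mL. Medium: fresh YPD growth medium. Doses: single dose. Incubation: static 4 h at 37 °C with compound, 1 h detection. Measured by: luminescent adenylate kinase detection reagent. Read-out: signal increase indicating cell lysis. Benchmarks: Clomiphene.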
PAX8 reporter = inhibitors of PAX8-driven TPO luciferase reporter, primary screen, RMG-I cells, single concentration. SteadyGlo, 24 h. inhibition, % at 12.6 µM. 360,000 tested, 1.2% active;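 active means mean replicate inhibition at least 60% with every replicate also reaching 60%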;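 further: luciferase light reporting Pax8 driven TPO promoter activity; plate controls were median of neutral control wells for no effect and mitoxantrone controls for full effect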
FN deposition inh = inhibitors of fibronectin matrix deposition, primary screen, AH1F cells, Alexa488-fibronectin fluorescence, plate reader; AH1F fibroblasts, overnight; 350,000 tested, 0.086% active; inhibition, % at 12.6 µM; AID 743247, 2014;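 active means mean inhibition across replicates of 30% or more, regardless of how many single replicates reach that level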;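 further: positive control wells lacked labelled fibronectin entirely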
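Material: AH1F fibroblast monolayer depositing Alexa488-labelled fibronectin into matrix | Input: 10000 AH1F cells/well | Medium: DMEM plus 2% serum, read in PBS | Reagent: Alexa488-fibronectin, 24 nM final in well | Compound dosing: One dose per compound, pinned | Schedule: 1 h adhesion, overnight exposure | Measured by: Fluorescence at 485 nm excitation, 525 nm emission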
PGC1a acetyl inh = inhibitors of PGC1a acetylation signal, primary screen, cell-based, U2OS, AlphaScreen, inhibitor mode; inhibition, % at 15.6 µM; 350,000 tested, 0.17% active; AlphaScreen anti-acetyl-lysine; with virally co-expressed GCN5 acetyltransferase;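 active means every replicate shows inhibition of at least 40%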;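 further: 0% = neutral control wells and 100% = positive control wells; some results beyond the cut were filed as inactive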
EWS-Fli block = EWS/Fli-driven NR0B1 reporter inhibitors, primary screen, A673 cells, NR0B1 luciferase, luminescence, MLPCN library; viability-normalised; inhibition, % at 12.6 µM; 350,000 tested, 0.67% active; AID 651661, 2012;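 active means mean inhibition of at least 50% after viability correction, with every replicate also passing that limit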;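 further: firefly luciferase signal divided by Alamar Blue viability fluorescence both relative to DMSO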
Numbers without * were called inactive; [ ] = dose if it differs, or a comment.

What do the screens show for `CCOC(=O)c1ccc(NC(=O)Nc2ccc(OC)c(OC)c2)cc1`?
miR-122 sensor: 4; Cneo AK release: -2; PAX8 reporter: -7; PGC1a acetyl inh: -14

How did OC[C@@H]1CN(Cc2ccc3c(c2)OCO3)C[C@H](n2cnc3c(NC4CCC4)ncnc32)O1 do in these assays?
CASP6 VEID inh: 3; LGR2 antag: 6; miR-122 sensor: -4; Cneo AK release: -3; PAX8 reporter: -3; FN deposition inh: 12; PGC1a acetyl inh: -6; EWS-Fli block: -11

How did O=C(NCCc1c[nH]c2ccccc12)C(=O)NCC1OCCN1S(=O)(=O)c1cc(F)ccc1F (configuration not stated) do in these assays?
CASP6 VEID inh: -1; LGR2 antag: 3; miR-122 sensor: -4; Cneo AK release: 9; PAX8 reporter: 20; FN deposition inh: 5; PGC1a acetyl inh: 2; EWS-Fli block: -16

What do the screens show for `O=C(COC(=O)c1ccc(S(=O)(=O)N2CCOCC2)cc1)NCc1cccs1`?
CASP6 VEID inh: -1; LGR2 antag: 2; PAX8 reporter: 7; FN deposition inh: -3; PGC1a acetyl inh: -7; EWS-Fli block: 9

How did COc1ccc(-n2ncc3c(NCc4cccnc4)ncnc32)cc1 do in these assays?
CASP6 VEID inh: -3; LGR2 antag: -68; miR-122 sensor: 9; Cneo AK release: -5; PAX8 reporter: -44; FN deposition inh: 6; PGC1a acetyl inh: 7; EWS-Fli block: -52

How did C[C@@H]1CN([C@@H](C)CO)C(=O)Cc2cc(NC(=O)Nc3ccccc3)ccc2O[C@@H]1CN(C)Cc1ccc(-c2ccccc2)cc1 do in these assays?
CASP6 VEID inh: -3; LGR2 antag: 2; miR-122 sensor: 1[16.7 µM]; Cneo AK release: -1; PAX8 reporter: 3; PGC1a acetyl inh: 1; EWS-Fli block: -4

How did CC(C)Cn1c(-c2cccnc2)nc2c1c(=O)[nH]c(=O)n2CC(C)C do in these assays?
CASP6 VEID inh: 2; LGR2 antag: 9; Cneo AK release: -3; PAX8 reporter: -12; FN deposition inh: -15; EWS-Fli block: 4

Results for CCOc1ccc(N2CC(C(=O)NCc3ccccc3)CC2=O)cc1 (configuration not stated) ?
CASP6 VEID inh: 1; LGR2 antag: 2; miR-122 sensor: 0; Cneo AK release: 0; PAX8 reporter: 3; FN deposition inh: 0; PGC1a acetyl inh: -12; EWS-Fli block: -5

What do the screens show for `CC12CCC(=O)C=C1CCCC2=O` (configuration not stated)?
CASP6 VEID inh: -2; LGR2 antag: 0; miR-122 sensor: 14; Cneo AK release: 1; PAX8 reporter: -9; FN deposition inh: -10; PGC1a acetyl inh: 24; EWS-Fli block: 3

Results for Cn1c(SCC(=O)c2ccc3c(c2)OCCO3)nnc1C(F)(F)F ?
CASP6 VEID inh: -3; miR-122 sensor: -2; Cneo AK release: -4; PAX8 reporter: 4; FN deposition inh: -13; PGC1a acetyl inh: -7; EWS-Fli block: -6

How did C[C@H]1CN([C@@H](C)CO)C(=O)c2cc(NC(=O)Nc3cccc4ccccc34)ccc2O[C@@H]1CN(C)C(=O)Nc1ccccc1 do in these assays?
CASP6 VEID inh: -2; LGR2 antag: 21; miR-122 sensor: 10[16.7 µM]; Cneo AK release: 0; PAX8 reporter: 18; PGC1a acetyl inh: 4; EWS-Fli block: -9

Results for COc1ccc(S(=O)(=O)N2CCOCC2)cc1NC(=O)COC(=O)CC1CC2CCC1C2 (configuration not stated) ?
CASP6 VEID inh: -4; LGR2 antag: -4; Cneo AK release: -1; PAX8 reporter: 1; FN deposition inh: -11; PGC1a acetyl inh: -5; EWS-Fli block: 11

How did O=C(c1ccccc1)N1CCC(CC2CC(c3ccc(Cl)cc3)=NO2)(C(=O)NCC2CCCCC2)CC1 (configuration not stated) do in these assays?
CASP6 VEID inh: -3; miR-122 sensor: 0; Cneo AK release: 4; PAX8 reporter: 10; FN deposition inh: -6; PGC1a acetyl inh: -4; EWS-Fli block: -4

What do the screens show for `Cc1c(C(c2cc(O)ccc2Cl)c2c(C)n(C)n(-c3ccccc3)c2=O)c(=O)n(-c2ccccc2)n1C`?
CASP6 VEID inh: 4; LGR2 antag: -3; Cneo AK release: 0; PAX8 reporter: 9; FN deposition inh: 4; EWS-Fli block: -4

Results for S=C(NCCc1ccccc1)Nc1nccs1 ?
CASP6 VEID inh: -1; LGR2 antag: -34; miR-122 sensor: 0; Cneo AK release: 40; PAX8 reporter: -38; FN deposition inh: -5; PGC1a acetyl inh: 12; EWS-Fli block: -63

What do the screens show for `CCOC(=O)c1cn(CC)c2cc(Cl)c([N+](=O)[O-])cc2c1=O`?
LGR2 antag: -10; miR-122 sensor: 1; Cneo AK release: -6; PAX8 reporter: 10; FN deposition inh: 19; PGC1a acetyl inh: 3

How did COc1ccccc1C(=O)COC(=O)C1(C)CC1(Cl)Cl (configuration not stated) do in these assays?
CASP6 VEID inh: 2; LGR2 antag: -43; miR-122 sensor: 1; Cneo AK release: -2; PAX8 reporter: -12; FN deposition inh: -2; PGC1a acetyl inh: -4; EWS-Fli block: 0

How did COc1ccc(CN(C)C[C@@H]2Oc3ccc(NC(=O)NC4CCCCC4)cc3CC(=O)N([C@H](C)CO)C[C@H]2C)cc1 do in these assays?
CASP6 VEID inh: -3; LGR2 antag: 0; miR-122 sensor: -7[16.7 µM]; Cneo AK release: 2; PAX8 reporter: 12; PGC1a acetyl inh: 0

What do the screens show for `COc1ccc(/C=C(/NC(=O)c2ccc(Br)cc2)C(=O)N2CCOCC2)cc1`?
CASP6 VEID inh: -2; LGR2 antag: -14; Cneo AK release: -1; PAX8 reporter: 10; FN deposition inh: -1; EWS-Fli block: 5

Results for CNC[C@H]1OCCCC[C@@H](C)Oc2ccc(NC(=O)C3CCCCC3)cc2C(=O)N([C@H](C)CO)C[C@@H]1C ?
CASP6 VEID inh: -1; LGR2 antag: -23; miR-122 sensor: 7[16.7 µM]; Cneo AK release: 2; PAX8 reporter: 0; PGC1a acetyl inh: 15; EWS-Fli block: -10

Some of these compounds in order of count of non-hydrogen atoms, ascending.
Results for CCOc1ccc(N2CC(C(=O)NCc3ccccc3)CC2=O)cc1 (configuration not stated) ?
CASP6 VEID inh: 1; LGR2 antag: 2; miR-122 sensor: 0; Cneo AK release: 0; PAX8 reporter: 3; FN deposition inh: 0; PGC1a acetyl inh: -12; EWS-Fli block: -5

What do the screens show for `COc1ccc(/C=C(/NC(=O)c2ccc(Br)cc2)C(=O)N2CCOCC2)cc1`?
CASP6 VEID inh: -2; LGR2 antag: -14; Cneo AK release: -1; PAX8 reporter: 10; FN deposition inh: -1; EWS-Fli block: 5

How did COc1ccc(CN(C)C[C@@H]2Oc3ccc(NC(=O)NC4CCCCC4)cc3CC(=O)N([C@H](C)CO)C[C@H]2C)cc1 do in these assays?
CASP6 VEID inh: -3; LGR2 antag: 0; miR-122 sensor: -7[16.7 µM]; Cneo AK release: 2; PAX8 reporter: 12; PGC1a acetyl inh: 0

(listing goes on)
What do the screens show for `Cc1noc(C)c1NC(=O)Nc1ccc2c(c1)CC(=O)N([C@H](C)CO)C[C@H](C)[C@@H](CN(C)Cc1ccc(-c3ccccc3)cc1)O2`?
CASP6 VEID inh: 0; LGR2 antag: 13; miR-122 sensor: -2[16.7 µM]; PGC1a acetyl inh: -3; EWS-Fli block: 16

How did CCCCCC(=O)NCc1c(C(F)(F)F)nn(C)c1N1CCOCC1 do in these assays?
CASP6 VEID inh: -5; LGR2 antag: 13; miR-122 sensor: 3; Cneo AK release: 4; PAX8 reporter: 16; FN deposition inh: 15; PGC1a acetyl inh: -8; EWS-Fli block: 3

Results for CC(C)(C)[C@H]1C=C(C(N)=O)O[C@@H](OCCCCO)C1 ?
CASP6 VEID inh: 5; LGR2 antag: -3; miR-122 sensor: -1; Cneo AK release: -3; PAX8 reporter: -29; FN deposition inh: 0; PGC1a acetyl inh: -5; EWS-Fli block: 0

Results for Cc1cc(NC(=O)C2CC(c3ccc(F)cc3)=NO2)n(-c2ccccc2)n1 (configuration not stated) ?
CASP6 VEID inh: 0; LGR2 antag: 6; miR-122 sensor: -2; Cneo AK release: 2; PAX8 reporter: 0; FN deposition inh: 2; PGC1a acetyl inh: 0; EWS-Fli block: -7

Results for C[C@@H]1CCCCO[C@H](CN(C)Cc2ccc3c(c2)OCO3)[C@H](C)CN([C@H](C)CO)C(=O)c2cc(NC(=O)CCC(F)(F)F)ccc2O1 ?
CASP6 VEID inh: -2; LGR2 antag: 6; miR-122 sensor: 2[16.7 µM]; Cneo AK release: -1; PAX8 reporter: -8; PGC1a acetyl inh: -17; EWS-Fli block: 3

What do the screens show for `Cc1cc(NC(=O)NC(=O)c2ccccc2NC(=O)C(C)N)ccc1Oc1ncc(Br)cn1` (configuration not stated)?
CASP6 VEID inh: -1; LGR2 antag: -24; PAX8 reporter: 16; FN deposition inh: -10; EWS-Fli block: 20

Results for O=C(/C=C/c1ccco1)Nc1cccnc1Cl ?
CASP6 VEID inh: 17; miR-122 sensor: 14; Cneo AK release: 5; PAX8 reporter: -124; FN deposition inh: 7; PGC1a acetyl inh: -5; EWS-Fli block: -62

How did Cc1[nH]n(-c2ccccc2)c(=O)c1C(C[N+](=O)[O-])c1ccc(Cl)cc1 (configuration not stated) do in these assays?
LGR2 antag: -6; miR-122 sensor: -1; Cneo AK release: -1; PAX8 reporter: 9; FN deposition inh: -6; PGC1a acetyl inh: -8

How did C[C@@H]1CCCCO[C@H](CN(C)S(=O)(=O)c2ccc(F)cc2)[C@H](C)CN([C@H](C)CO)C(=O)c2cc(N(C)C)ccc2O1 do in these assays?
CASP6 VEID inh: 0; LGR2 antag: -5; miR-122 sensor: 26[16.7 µM]; Cneo AK release: -1; PAX8 reporter: 21; FN deposition inh: 14; PGC1a acetyl inh: -16; EWS-Fli block: 2

What do the screens show for `COc1ccccc1-n1c(SCC(=O)O)nc2c(sc(=S)n2-c2ccc(C)c(C)c2)c1=O`?
CASP6 VEID inh: 3; LGR2 antag: 6; Cneo AK release: 0; PAX8 reporter: 13; FN deposition inh: 10; EWS-Fli block: -11

How did C/C=C/c1ccc2c(c1)O[C@@H](CN(C)Cc1ccc(C(=O)O)cc1)[C@H](C)CN([C@H](C)CO)S2(=O)=O do in these assays?
CASP6 VEID inh: -1; LGR2 antag: -3; miR-122 sensor: 19[16.7 µM]; Cneo AK release: -3; PAX8 reporter: 7; PGC1a acetyl inh: 3; EWS-Fli block: 2

Results for CCOc1ccc(C(=O)NC(C)C2COc3ccccc3O2)cc1 (configuration not stated) ?
CASP6 VEID inh: 5; LGR2 antag: -51; Cneo AK release: -3; PAX8 reporter: -50; FN deposition inh: -3; PGC1a acetyl inh: -1; EWS-Fli block: -43

How did CCOC(=O)C1(Cc2cccc(Cl)c2)CCCN(C(=O)c2ccc(C)nc2)C1 (configuration not stated) do in these assays?
CASP6 VEID inh: -2; LGR2 antag: -5; PAX8 reporter: -31; FN deposition inh: 7; PGC1a acetyl inh: -4; EWS-Fli block: -5

How did CCOc1ccccc1NC(=O)CCC(=O)O do in these assays?
LGR2 antag: 7; miR-122 sensor: -3; Cneo AK release: 0; FN deposition inh: -3; PGC1a acetyl inh: 4

Results for O=C(NC[C@H]1[C@H](c2ccccc2)[C@@H](CO)N1Cc1ccccn1)C1CCC1 ?
LGR2 antag: -1; miR-122 sensor: -14[16.7 µM]; Cneo AK release: -2; PAX8 reporter: 7; FN deposition inh: 9; PGC1a acetyl inh: 6; EWS-Fli block: -8
